Bioassay records deposited in PubChem by Broad Institute.
T cruzi intra – blocks T. cruzi growth inside host cells. intracellular Trypanosoma cruzi in host cells, plate reader. activity score (inhibition), % at 5.01 µM. 22,000 compounds, 4.9% hits; in the data active means activity score above about 55%; inconclusive means no clear call, values can overlap the other calls;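 further: parasites and compound incubated about four days before reading; 0% = median of neutral control wells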
INS-1E rescue – INS-1E beta cell protection from cytokine death | INS-1E cytokine-induced death, ATP luminescence, 48 h; normalised: neutral wells 0, positive control 100 | protection from cytokine-induced ATP loss, % at 10 µM | 20,000 compounds, 0.1% hits | AID 488910;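 active means mean replicate protection from cytokine-induced ATP loss at least 50% and at least 75% of replicates each reaching 50%; inconclusive means meets only one of the two criteria, mean or replicate share; inactive means fails both the mean and replicate share criteria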
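Assay system – rat INS-1E insulinoma cell line · Quantity – 8000 cells per well · Buffer or medium – RPMI without phenol red, 5% FBS · Schedule – 48 h co-treatment, 10 min post-lysis read · Technique – luminescent ATP assay (CellTiter-Glo)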
* hit, by the source's call.

Cc1noc(C)c1NC(=O)Nc1cccc2c1O[C@@H](CN(C)S(=O)(=O)c1ccc(F)cc1)[C@H](C)CN([C@H](C)CO)C2=O was read as T cruzi intra -33 and INS-1E rescue 7.
Screening C[C@@H]1CN([C@@H](C)CO)C(=O)c2cccc(NC(=O)Nc3ccccc3)c2O[C@@H]1CN(C)C(=O)Nc1ccc(F)cc1 returned T cruzi intra -11 and INS-1E rescue 9.
COc1ccc(S(=O)(=O)Nc2cccc3c2O[C@@H](CN(C)S(=O)(=O)c2cccs2)[C@H](C)CN([C@H](C)CO)C3=O)cc1 was read as T cruzi intra -7 and INS-1E rescue 9.
For C[C@H]1CN([C@@H](C)CO)C(=O)Cc2cc(NC(=O)CCCCCC(=O)Nc3ccccc3N)ccc2O[C@H]1CN(C)C(=O)Nc1ccc2c(c1)OCO2 the results were T cruzi intra -35 and INS-1E rescue -2.
`COc1ccc(S(=O)(=O)N(C)C[C@H]2Oc3c(cccc3N(C)C)C(=O)N([C@@H](C)CO)C[C@@H]2C)cc1` gave T cruzi intra -7 and INS-1E rescue 1.
`C[C@H]1CN([C@@H](C)CO)C(=O)c2cc(NC(=O)CCCCCC(=O)Nc3ccccc3N)ccc2O[C@@H]1CN(C)S(=O)(=O)c1cccs1` gave T cruzi intra -5 and INS-1E rescue 8.
C[C@@H]1CN([C@@H](C)CO)C(=O)c2cccc(NC(=O)Nc3ccccc3)c2O[C@@H]1CN(C)Cc1ccncc1 was read as T cruzi intra -3 and INS-1E rescue 5.
For C[C@H](CO)N1C[C@H](C)[C@H](CN(C)Cc2ccc(C(F)(F)F)cc2)Oc2ccc(NC(=O)Nc3ccc4c(c3)OCO4)cc2C1=O the results were T cruzi intra -4 and INS-1E rescue 9.
For C[C@@H]1CN([C@@H](C)CO)C(=O)c2cccc(NC(=O)C3CCOCC3)c2O[C@H]1CN(C)S(=O)(=O)c1ccccc1 the results were T cruzi intra 3 and INS-1E rescue 10.
`C[C@@H]1CN([C@H](C)CO)C(=O)c2cccc(NS(=O)(=O)c3ccc(F)cc3)c2O[C@H]1CN(C)CC1CCCCC1` gave T cruzi intra -10 and INS-1E rescue -3.

The final 2 compounds of the part above open the next one.
For C[C@@H]1CN([C@@H](C)CO)C(=O)c2cccc(NC(=O)C3CCOCC3)c2O[C@H]1CN(C)S(=O)(=O)c1ccccc1 the results were T cruzi intra 3 and INS-1E rescue 10.
`C[C@@H]1CN([C@H](C)CO)C(=O)c2cccc(NS(=O)(=O)c3ccc(F)cc3)c2O[C@H]1CN(C)CC1CCCCC1` gave T cruzi intra -10 and INS-1E rescue -3.
For Cc1noc(C)c1S(=O)(=O)Nc1ccc2c(c1)C(=O)N([C@H](C)CO)C[C@H](C)[C@@H](CN(C)Cc1ccc(C(=O)Nc3ccccc3N)cc1)OCCCC[C@@H](C)O2 the results were T cruzi intra inconclusive and INS-1E rescue 7.
For C[C@H]1CN([C@@H](C)CO)C(=O)c2cc(NC(=O)Nc3ccccc3)ccc2O[C@H]1CN(C)Cc1ccc(C(=O)Nc2ccccc2N)cc1 the results were T cruzi intra 54 and INS-1E rescue -7.
`C[C@@H]1CCCCO[C@@H](CN(C)C(=O)Nc2cccc3ccccc23)[C@@H](C)CN([C@H](C)CO)C(=O)c2cc(NS(C)(=O)=O)ccc2O1` gave T cruzi intra 1 and INS-1E rescue -5.
C[C@@H]1CN([C@H](C)CO)C(=O)CCCn2nncc2CO[C@@H]1CN(C)C(=O)Nc1cccc2ccccc12 was read as T cruzi intra 3.
Screening C[C@@H]1CN([C@@H](C)CO)C(=O)Cc2cc(NC(=O)Nc3ccc(C(F)(F)F)cc3)ccc2O[C@@H]1CN(C)S(=O)(=O)c1ccc(F)cc1 returned T cruzi intra 81* and INS-1E rescue -4.
`C[C@@H]1CN([C@H](C)CO)C(=O)c2cc(NS(=O)(=O)c3ccc(F)cc3)ccc2O[C@H]1CN(C)C(=O)NC1CCCCC1` gave T cruzi intra 14.
`C[C@@H]1CN([C@@H](C)CO)C(=O)c2cccc(NC(=O)C3CC3)c2O[C@@H]1CN(C)CC1CCCCC1` gave T cruzi intra -15 and INS-1E rescue -11.
Screening Cc1ccc(S(=O)(=O)N(C)C[C@@H]2Oc3ccc(NS(=O)(=O)c4cccs4)cc3CC(=O)N([C@H](C)CO)C[C@H]2C)cc1 returned T cruzi intra -27 and INS-1E rescue 4.
For CNC[C@H]1Oc2ccc(NS(=O)(=O)c3ccc(F)cc3)cc2C(=O)N([C@@H](C)CO)C[C@@H]1C the results were T cruzi intra -7 and INS-1E rescue 6.
`COc1ccc(NC(=O)N(C)C[C@@H]2Oc3ccc(NC(=O)C4CCCCC4)cc3C(=O)N([C@H](C)CO)C[C@H]2C)cc1` gave T cruzi intra 4 and INS-1E rescue -2.
For C[C@H]1CN([C@@H](C)CO)C(=O)c2cccc(NC(=O)C3CC3)c2O[C@@H]1CN(C)C(=O)Nc1ccc(C(F)(F)F)cc1 the results were T cruzi intra -5 and INS-1E rescue 3.
C[C@H](CO)N1C[C@H](C)[C@@H](CN(C)S(C)(=O)=O)Oc2ccc(NC(=O)Nc3cccc4ccccc34)cc2C1=O was read as T cruzi intra -11 and INS-1E rescue 5.
For COc1ccc(NC(=O)Nc2ccc3c(c2)C(=O)N([C@@H](C)CO)C[C@@H](C)[C@H](CN(C)Cc2ccc(C(F)(F)F)cc2)O3)cc1 the results were T cruzi intra -19 and INS-1E rescue -49.
Screening C[C@H]1CN([C@@H](C)CO)C(=O)c2cc(NS(C)(=O)=O)ccc2O[C@H]1CN(C)C(=O)Nc1ccc(C(F)(F)F)cc1 returned T cruzi intra 5 and INS-1E rescue 1.
Screening C[C@@H]1CN([C@@H](C)CO)C(=O)c2cc(NS(C)(=O)=O)ccc2O[C@@H]1CN(C)Cc1ccc(C(F)(F)F)cc1 returned T cruzi intra -8 and INS-1E rescue -2.
C[C@H](CO)N1C[C@H](C)[C@H](CN(C)C(=O)NC2CCCC2)Oc2ncc(-c3cccc(F)c3)cc2C1=O was read as T cruzi intra 16.
C[C@@H]1CN([C@H](C)CO)C(=O)Cc2cc(NS(=O)(=O)c3ccc(Cl)cc3)ccc2O[C@H]1CN(C)S(=O)(=O)c1ccc(F)cc1 was read as T cruzi intra -6 and INS-1E rescue 10.
COc1ccc(NC(=O)N(C)C[C@@H]2Oc3c(NS(C)(=O)=O)cccc3C(=O)N([C@H](C)CO)C[C@@H]2C)cc1 was read as T cruzi intra 11 and INS-1E rescue 13.
C[C@@H]1CCCCO[C@H](CN(C)Cc2ccc(Cl)c(Cl)c2)[C@@H](C)CN([C@H](C)CO)C(=O)c2cc(NC(=O)c3ccccc3)ccc2O1 was read as T cruzi intra 35 and INS-1E rescue 3.
Screening C[C@@H]1CN([C@H](C)CO)C(=O)c2cc(NC(=O)Nc3ccc4c(c3)OCO4)ccc2O[C@H]1CN(C)S(C)(=O)=O returned T cruzi intra -8 and INS-1E rescue 7.
Screening Cc1ccc(S(=O)(=O)Nc2ccc3c(c2)C(=O)N([C@H](C)CO)C[C@H](C)[C@@H](CN(C)S(=O)(=O)c2ccc(Cl)cc2)O3)cc1 returned T cruzi intra -6 and INS-1E rescue -7.
Screening C[C@H]1CN([C@@H](C)CO)C(=O)Cc2cc(NC(=O)CCCCCC(=O)Nc3ccccc3N)ccc2O[C@@H]1CN(C)Cc1ccncc1 returned T cruzi intra -36 and INS-1E rescue 3.
Screening Cc1ccc(S(=O)(=O)N(C)C[C@H]2Oc3ccc(NS(=O)(=O)c4c(C)noc4C)cc3C(=O)N([C@@H](C)CO)C[C@H]2C)cc1 returned T cruzi intra 19 and INS-1E rescue 11.
Screening C[C@H]1CN([C@@H](C)CO)C(=O)Cc2cc(NS(=O)(=O)c3ccc(F)cc3)ccc2O[C@@H]1CN(C)Cc1ccc(Cl)c(Cl)c1 returned T cruzi intra inconclusive and INS-1E rescue -24.
`Cc1noc(C)c1NC(=O)Nc1cccc2c1O[C@@H](CN(C)C(=O)Nc1cccc3ccccc13)[C@H](C)CN([C@@H](C)CO)C2=O` gave T cruzi intra 3 and INS-1E rescue 5.
`C[C@@H]1CN([C@@H](C)CO)C(=O)c2cc(NC(=O)NC3CCCCC3)ccc2O[C@H]1CN(C)C(=O)Nc1ccc2c(c1)OCO2` gave T cruzi intra -21 and INS-1E rescue 13.
For Cc1ccccc1/C=N/NC(=O)c1ccccn1 the results were T cruzi intra -20 and INS-1E rescue 5.
`Cc1ccc(S(=O)(=O)Nc2cccc3c2O[C@H](CN(C)C(=O)NC(C)C)[C@H](C)CN([C@H](C)CO)C3=O)cc1` gave T cruzi intra -5 and INS-1E rescue 9.
For COc1ccc(NC(=O)N(C)C[C@H]2Oc3c(NC(=O)c4cc(C)nn4C)cccc3C(=O)N([C@H](C)CO)C[C@H]2C)cc1 the results were T cruzi intra -29 and INS-1E rescue 14.
C[C@@H]1CN([C@@H](C)CO)C(=O)Cc2cc(NC(=O)Nc3cccc4ccccc34)ccc2O[C@@H]1CN(C)Cc1ccc(-c2ccccc2)cc1 was read as T cruzi intra 50 and INS-1E rescue 1.
For C[C@H](CO)N1C[C@H](C)[C@@H](CN(C)Cc2ccc(-c3ccccc3)cc2)Oc2ccc(N(C)C)cc2C1=O the results were T cruzi intra 13 and INS-1E rescue -7.
`C[C@H]1CN([C@@H](C)CO)C(=O)c2cccc(NC(=O)Nc3ccc4c(c3)OCO4)c2O[C@@H]1CN(C)S(=O)(=O)c1cn(C)cn1` gave T cruzi intra 39 and INS-1E rescue 7.
C[C@@H]1CN([C@@H](C)CO)C(=O)c2cc(NC(=O)C3CCCCC3)ccc2O[C@@H]1CN(C)C(=O)NC1CCCCC1 was read as T cruzi intra 30 and INS-1E rescue -16.
C[C@@H]1CCCCO[C@@H](CN(C)C(=O)CCC(F)(F)F)[C@@H](C)CN([C@H](C)CO)C(=O)c2cc(NC(=O)Nc3ccc4c(c3)OCO4)ccc2O1 was read as T cruzi intra -17 and INS-1E rescue 6.
C[C@@H]1CN([C@@H](C)CO)C(=O)Cc2cc(NC(=O)CCC(F)(F)F)ccc2O[C@@H]1CN(C)Cc1ccc(C(=O)Nc2ccccc2N)cc1 was read as T cruzi intra 68* and INS-1E rescue -7.
C[C@@H]1CCCCO[C@H](CN(C)C(=O)C2CCCCC2)[C@@H](C)CN([C@H](C)CO)C(=O)c2cc(NC(=O)Nc3cccc4ccccc34)ccc2O1 was read as T cruzi intra 30 and INS-1E rescue -15.
For CC(C)NC(=O)Nc1cccc2c1O[C@H](CN(C)S(=O)(=O)c1ccc(F)cc1)[C@H](C)CN([C@H](C)CO)C2=O the results were T cruzi intra 2 and INS-1E rescue 5.
`COc1ccc(S(=O)(=O)N(C)C[C@@H]2Oc3ncc(C#Cc4ccc(C(F)(F)F)cc4)cc3C(=O)N([C@H](C)CO)C[C@@H]2C)cc1` gave T cruzi intra 82* and INS-1E rescue -4.
`C[C@H](CO)N1C[C@H](C)[C@H](CN(C)S(=O)(=O)c2cn(C)cn2)Oc2ncc(Br)cc2C1=O` gave T cruzi intra -12.
COc1ccc(NC(=O)Nc2cccc3c2O[C@@H](CN(C)Cc2ccc(-c4ccccc4)cc2)[C@@H](C)CN([C@H](C)CO)C3=O)cc1 was read as T cruzi intra 28 and INS-1E rescue -46.
For CC(C)NC(=O)N(C)C[C@H]1OCCCC[C@@H](C)Oc2ccc(NC(=O)c3ccncc3)cc2C(=O)N([C@H](C)CO)C[C@@H]1C the results were T cruzi intra -19 and INS-1E rescue 3.
C[C@H]1CN([C@@H](C)CO)C(=O)c2cc(NC(=O)Nc3ccc4c(c3)OCO4)ccc2O[C@H]1CN(C)C(=O)NC1CCCCC1 was read as T cruzi intra 6 and INS-1E rescue -3.
For Cc1ccc(S(=O)(=O)Nc2ccc3c(c2)C(=O)N([C@H](C)CO)C[C@H](C)[C@H](CN(C)Cc2ccc(C(=O)O)cc2)OCCCC[C@@H](C)O3)cc1 the results were T cruzi intra -10 and INS-1E rescue 6.
`C[C@@H]1CN([C@H](C)CO)C(=O)c2cccc(NC(=O)C3CCOCC3)c2O[C@@H]1CN(C)Cc1ccc2c(c1)OCO2` gave T cruzi intra -16 and INS-1E rescue -2.

Five entries already listed, arranged by formula weight, falling.
`COc1ccc(S(=O)(=O)N(C)C[C@@H]2Oc3ncc(C#Cc4ccc(C(F)(F)F)cc4)cc3C(=O)N([C@H](C)CO)C[C@@H]2C)cc1` gave T cruzi intra 82* and INS-1E rescue -4.
For CC(C)NC(=O)N(C)C[C@H]1OCCCC[C@@H](C)Oc2ccc(NC(=O)c3ccncc3)cc2C(=O)N([C@H](C)CO)C[C@@H]1C the results were T cruzi intra -19 and INS-1E rescue 3.
C[C@H]1CN([C@@H](C)CO)C(=O)c2cc(NC(=O)Nc3ccc4c(c3)OCO4)ccc2O[C@H]1CN(C)C(=O)NC1CCCCC1 was read as T cruzi intra 6 and INS-1E rescue -3.
`C[C@@H]1CN([C@H](C)CO)C(=O)c2cccc(NC(=O)C3CCOCC3)c2O[C@@H]1CN(C)Cc1ccc2c(c1)OCO2` gave T cruzi intra -16 and INS-1E rescue -2.
`C[C@H](CO)N1C[C@H](C)[C@H](CN(C)S(=O)(=O)c2cn(C)cn2)Oc2ncc(Br)cc2C1=O` gave T cruzi intra -12.
